EBNA-1 inhibitor = blocks EBNA-1 binding to DNA. EBNA-1 DNA binding, fluorescence polarization. inhibition, % at 14.8 µM. 0.34% of 300,000 active. AID 1950; in the data active means inhibition above about 28%
ZTA DNA inh = counter-screen for EBNA-1 inhibitors: inhibitors of Epstein-Barr virus ZTA | ZTA-DNA binding, fluorescence polarization | inhibition, % at 11 µM | 0.15% of 320,000 active; in the data active means inhibition above about 33%
proCasp7 act = counter-screen: procaspase-7 (human) activation | recombinant procaspase-7, Ac-DEVD-pNA absorbance 405 nm; D23A/D198A/D206A triple mutant, cannot self-cleave; scale: DMSO 0, 5 µM enzyme 100 | AID 463210 | P55210 | activation, % at 8.5 µM | 0.093% of 330,000 active;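 active means percent activation above the screen-wide mean plus 3 SD, cut at about 25% in these data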
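Assay system: Uncleavable procaspase-7 mutant enzyme | Input: 2 µM procaspase-7 mutant as dispensed | Timing: 1 h compound preincubation, 2 h substrate cleavage, 25 °C | Repeats: One well per compound | Control set: DMSO wells as 0%, DMSO with 5 µM added PC-7 as 100% | Technique: Epi-absorbance of released pNA at 405 nm, two timepoints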
AHR act = human AHR activation. P35869. 2.5% of 320,000 active. AHR-responsive luciferase reporter cells, luminescence. activation, % at 5 µM. AID 2796; in the data active means activation above about 47%;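 further: 0% = vehicle wells and 100% = reference agonist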
RPL19A TOR yeast = modulators of TOR pathway RPL19A-GFP in S. cerevisiae; S. cerevisiae RPL19A-GFP strain, flow cytometry, 3 h; active compounds read low; percent response vs DMSO, % at 10 µM; 0.3% of 330,000 active;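 active means percent response vs DMSO below 50%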;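 further: median channel GFP fluorescence of the barcoded RPL19A-GFP strain; ratio of sample median GFP to plate DMSO average so 100% = DMSO; lower means less RPL19A-GFP as with rapamycin TOR inhibition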
LAP4-GFP MLPCN = alters LAP4-GFP fluorescence in TOR pathway yeast screen; GFP response vs DMSO, % at 10 µM; S. cerevisiae LAP4-GFP multiplex, flow cytometry GFP, 3 h; median GFP as percent of DMSO wells; 0.34% of 320,000 active; AID 2023;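 active means GFP response vs DMSO above a set limit, about the screen mean plus 3 SD, cut at about 150% in these data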
procasp3 activ = activates human procaspase-3. P42574. AID 463141. activation, % at 8.5 µM. recombinant procaspase-3 D3A, Ac-DEVD-pNA absorbance 405 nm. 0.11% of 330,000 active;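 active means activation above the mean of all tested compounds plus 3 SD, cut at about 21% in these data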;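 further: 0% = DMSO alone and 100% = DMSO wells spiked with extra 5 µM PC-3 D3A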
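Assay system: Procaspase-3 D3A mutant, all three cleavage aspartates alanine. Buffer or medium: Zinc-free HEPES saline buffer with Triton X-100. Times: 1 h compound preincubation, 2 h substrate hydrolysis at 25 °C. Measured by: 405 nm absorbance of p-nitroaniline, reads at 0 and 120 min. Read-out basis: percent activation relative to control range. Replicates: singlicate.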
MEP2-GFP yeast = modulators of TOR pathway MEP2-GFP in S. cerevisiae; S. cerevisiae MEP2-GFP strain, flow cytometry GFP, 3 h; 100% = DMSO control level; GFP response vs DMSO, % at 10 µM; 0.51% of 330,000 active; AID 2016;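 active means GFP response versus DMSO above a set limit, roughly screen mean plus 3 SD, cut at about 180% in these data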;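 further: median GFP fluorescence of the barcode-gated MEP2-GFP cells per well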
Numbers without * were called inactive; / = not tested or not shown; [ ] = another dose, or the depositor's remark. Compounds were not picked by outcome; about 3.8% have a hit in one of these screens.

SMILES	EBNA-1 inhibitor	ZTA DNA inh	proCasp7 act	AHR act	RPL19A TOR yeast	LAP4-GFP MLPCN	procasp3 activ	MEP2-GFP yeast
CCCn1c(NCc2cccc(OC)c2OC)nc2ccccc21	-10	4	8	7	100	100	6	99
COc1ccc(N=C2C(=Nc3ccc(OC)cc3)N(c3ccc(OC)cc3)C(=S)N2C(=O)c2ccc(OC)cc2)cc1	12	5	0	-2	104	94	1	101
O=C(NC(=S)Nc1ccc(S(=O)(=O)N2CCCC2)cc1)C1CC1	-11	1	-5	1	97	95	2	97
COc1cc(C(C(=O)NC2CCCC2)N(C(=O)c2snc(C(N)=O)c2N)c2ccccc2)cc(OC)c1OC (stereo unspecified)	-1	-3	5	2	102	92	1	102
O=C(Nc1ccc(N2CCOCC2)c(F)c1)c1cccs1	-2	14	3	15	95[may fluoresce green]	96[may fluoresce green]	0	114[may fluoresce green]
CCOC(=O)CC(NCc1ccc(OC)c(OCC)c1)c1ccc(C)cc1 (stereo unspecified)	-8	8	16	1	98	95	1	95
CCOC(=O)Cn1nc(C)c(NC(=O)COc2ccc([N+](=O)[O-])c(C)c2)c1C	2	-7	3	0	99	100	-3	95
CCOc1ccccc1NC(=O)N1CCC(NC(=O)c2cccc(C)c2)CC1	8	8	0	7	98	105	-4	102
CC1CCN(CCCNC(=O)c2ccc3c(=O)n(Cc4ccc(Cl)cc4)c(=S)[nH]c3c2)CC1	1	-2	-2	0	101	100	-2	108
FC(F)(F)c1cccc(NC(=S)NCc2ccc(Cl)cc2)c1	-7	-11	-1	-1	106	94	-3	104
CC1(c2ccc(OC(F)F)cc2)NC(=O)N(CC(=O)Nc2ccc(F)cc2)C1=O (stereo unspecified)	-4	-6	-11	0	104	97	-2	106
CC(=O)c1ccc(NC(=S)NCc2ccco2)cc1	-6	-8	4	-4	115	104	2	108
CC(=O)OCc1c(C(F)(F)F)nn(C)c1SCc1ccc(Cl)cc1	-2	1	8	-3	107	106	-6	111
CCNS(=O)(=O)c1ccc(CCC(=O)NCc2ccc3c(c2)OCO3)cc1	-10	-11	1	3	109	95	-8	106
COc1ccc(-n2ccnc2SCC(=O)Nc2cc(C)on2)cc1	8	20	12	1	96	84	0	95
CNc1nc(C)c(C(C)=O)cc1C#N	0	-31	-1	1	/	99	6	115
COCCCn1c(=O)c2sccc2n(Cc2cccc(C)c2)c1=O	2	1	-1	1	103	97	3	96
CC(C)CC(=O)Nc1nc2c(c(=O)[nH]1)CCCC2	3	-1	-2	0	95	110	15	112
CSCC[C@H](NC(=O)C1CCN(S(=O)(=O)c2ccc(C)cc2)CC1)C(=O)NCc1ccco1	-6	4	-3	2	97	103	-4	100
Cn1nnnc1SCc1ccccc1F	12	6	3	2	100	105	-2	103
COC(=O)CS(=O)(=O)c1ccc2c(c1)CC(=O)N2	5	-1	6	1	94	90	4	89
COC(=O)Cn1cc(C(=O)OC)c2ccccc21	2	-7	-6	3	94	90	-9	103
Cc1ccc(NC(=O)Nc2ccc3c(c2)OCO3)cc1F	-4	8	-18	46	102	92	-8	97
Cc1ccc(CNS(=O)(=O)c2ccc3c(c2)N(C)CCO3)cc1	8	-1	8	-2	101	97	5	101
O=C(Nc1ccnn1C1CCN(C(=O)c2cccc(Cl)c2)CC1)C1CCOC1 (stereo unspecified)	5	-6	4	22	100	100	11	99
COC(=O)c1cccc(NS(C)(=O)=O)c1C	11	6	11	2	100	100	4	99
Cc1ccc(-c2nn(C)c(=O)c3ccccc23)cc1S(=O)(=O)NCCN1CCOCC1	12	5	5	0	91	97	-6	94
Nc1nnc(SCC(=O)Nc2cccnc2Cl)s1	1	-6	-2	7	88	94	2	93
O=C(OCc1cc(=O)n2ccsc2n1)c1ccccc1NCCO	/	/	12	79*	108	124	1	111
COc1cccc(-c2nn(C)c3sc(C(=O)NCc4ccc(C)cc4)cc23)c1	10	-11	7	41	99	113	4	107
COCCn1c(SCC(=O)N2CCCC2)nnc1-c1ccco1	-6	-1	-3	1	98	94	2	101
COCCNC(=O)C1CC(c2cccc(F)c2)=NO1 (stereo unspecified)	-7	-14	2	4	103	105	12	96
CC(Cc1ccc(Cl)cc1)N1CCC(n2nccc2NC(=O)C2CCCC2)CC1 (stereo unspecified)	-10	-17	-5	0	97	97	-2	102
CCOc1ccccc1/C=N/NC(=O)c1nnn(-c2nonc2N)c1CN1CCC(C)CC1	-1	3	-18	-2	105	103	7	105
C=CCn1c(N)nc2ccccc21	-1	4	-7	1	98	104	0	109
CCCCC(=O)NC(=S)Nc1nnn(CCC)n1	7	6	1	2	95	100	3	100
O=C(C1CCN(S(=O)(=O)c2cccs2)CC1)N1CCCCC1	8	11	14	-2	94	90	-6	100
COc1ccc(/C=C2\SC(=S)N(CC(=O)OCC(=O)Nc3cc(Cl)cc(Cl)c3)C2=O)cc1	3	5	-6	2	102	106	-13	105
Cc1cc(/C=N/NC(=O)CC2(C)OCCO2)c(C)n1-c1ccc(Cl)c(Cl)c1	-21	-9	-5	3	101	105	-3	96
COc1ccc(OC)c2c1cc(C(=O)N[C@@H](C)C(=O)N[C@@H](C(=O)O)c1ccccc1)n2C	5	-6	0	6	105	94	-5	107
C=CCn1c(-c2ccc(Cl)cc2)ccc(C#N)c1=O	-2	-1	2	-3	99	103	-10	110
Cc1cc2cc(C(c3nnnn3Cc3ccccc3)N3CCc4ccccc43)c(=O)[nH]c2cc1C (stereo unspecified)	3	2	-35	24	114	105	-17	104
COc1cc(OC)c(OC)cc1/C=N/NC(=S)NCCN1CCOCC1	4	-3	-2	4	105	97	-2	93
CC1CC(C)CN(C(=O)CNS(=O)(=O)c2ccc(Br)s2)C1 (stereo unspecified)	-8	-1	-7	-1	97	95	5	99
O=C(CNC(=O)C(c1ccccc1)c1ccccc1)N/N=C/c1ccc(O)cc1O	3	-13	6	4	94	82	2	98
c1csc(C2CCCN2c2nc3nonc3nc2NC2CC2)n1 (stereo unspecified)	-6	8	-1	0	97	98	3	102
Cc1ccc(CCN2CC(C(=O)NC3CCCC3)CC2=O)cc1 (stereo unspecified)	2	4	2	3	95	107	-12	108
COCCNC(=O)C1(C)Oc2ccccc2NC1=O (stereo unspecified)	2	4	-5	2	91	110	7	131

Three of the entries above in order of the LAP4-GFP MLPCN value, falling.
| structure | LAP4-GFP MLPCN |
| --- | --- |
| COc1ccc(/C=C2\SC(=S)N(CC(=O)OCC(=O)Nc3cc(Cl)cc(Cl)c3)C2=O)cc1 | 106 |
| C=CCn1c(-c2ccc(Cl)cc2)ccc(C#N)c1=O | 103 |
| COc1cc(OC)c(OC)cc1/C=N/NC(=S)NCCN1CCOCC1 | 97 |

The results go on:
SMILES	EBNA-1 inhibitor	ZTA DNA inh	proCasp7 act	AHR act	RPL19A TOR yeast	LAP4-GFP MLPCN	procasp3 activ	MEP2-GFP yeast
Cc1ccc(C(=O)NC(=S)NNS(=O)(=O)c2ccccc2)cc1	-11	0	-2	1	99	112	-5	97
CC(=O)Nc1cc(S(=O)(=O)Nc2ccc(C)cc2)c(C)cc1C	0	-7	8	12	96	90	4	100
CN(C(=O)c1ccccc1C(=O)OCC(=O)Nc1ccc(S(N)(=O)=O)cc1)c1ccccc1	1	15	8	-1	88	84	2	96
O=[N+]([O-])c1ccc(N/N=C/c2cccs2)nc1	6	7	-12	-1	93	116	-9	95
CC(C)(C)C1CCc2onc(C(=O)Nc3ccc4c(c3)OCO4)c2C1 (stereo unspecified)	-3	10	3	25	103	97	-7	104
O=C(Cn1c(=O)[nH]c2ccsc2c1=O)NC1CCCCCC1	-2	11	-6	1	104	108	1	97
O=C(c1csc2c1CCCC2)N1CCN(c2ccc(F)cc2)CC1	-14	-6	-2	15	92	113	2	97
Cc1ccc(NCc2nnc(SCC(=O)NNC(=O)Cc3ccccc3)n2C)cc1	7	-10	-6	2	96	102	-1	98
CCOC(=O)CC1(C)NC(=O)c2c(C)sc(C(=O)OCC)c2N1 (stereo unspecified)	1	-3	9	5	98	99	9	101
NC(=O)c1ccsc1NC(=O)COC(=O)C1CCCN1C(=O)c1cccs1 (stereo unspecified)	-5	-11	6	1	91	103	7	100
Cc1cc2c(c(=O)n1Cc1cccnc1)C(c1ccc(F)cc1)C(C#N)=C(N)O2 (stereo unspecified)	2	3	0	2	97	98	-4	110
COc1ccc2oc(=Nc3ccc(C(=O)O)cc3)c(C(=O)NCc3ccco3)cc2c1	1	-1	7	3	98	82	-11	100

Laid out differently: 15 of the compounds above
Each structure is followed by: EBNA-1 inhibitor | ZTA DNA inh | proCasp7 act | AHR act | RPL19A TOR yeast | LAP4-GFP MLPCN | procasp3 activ | MEP2-GFP yeast
CCCn1c(NCc2cccc(OC)c2OC)nc2ccccc21
  -10 | 4 | 8 | 7 | 100 | 100 | 6 | 99
COc1ccc(N=C2C(=Nc3ccc(OC)cc3)N(c3ccc(OC)cc3)C(=S)N2C(=O)c2ccc(OC)cc2)cc1
  12 | 5 | 0 | -2 | 104 | 94 | 1 | 101
O=C(NC(=S)Nc1ccc(S(=O)(=O)N2CCCC2)cc1)C1CC1
  -11 | 1 | -5 | 1 | 97 | 95 | 2 | 97
COc1cc(C(C(=O)NC2CCCC2)N(C(=O)c2snc(C(N)=O)c2N)c2ccccc2)cc(OC)c1OC (stereo unspecified)
  -1 | -3 | 5 | 2 | 102 | 92 | 1 | 102
O=C(Nc1ccc(N2CCOCC2)c(F)c1)c1cccs1
  -2 | 14 | 3 | 15 | 95[may fluoresce green] | 96[may fluoresce green] | 0 | 114[may fluoresce green]
CCOC(=O)CC(NCc1ccc(OC)c(OCC)c1)c1ccc(C)cc1 (stereo unspecified)
  -8 | 8 | 16 | 1 | 98 | 95 | 1 | 95
CCOC(=O)Cn1nc(C)c(NC(=O)COc2ccc([N+](=O)[O-])c(C)c2)c1C
  2 | -7 | 3 | 0 | 99 | 100 | -3 | 95
CCOc1ccccc1NC(=O)N1CCC(NC(=O)c2cccc(C)c2)CC1
  8 | 8 | 0 | 7 | 98 | 105 | -4 | 102
CC1CCN(CCCNC(=O)c2ccc3c(=O)n(Cc4ccc(Cl)cc4)c(=S)[nH]c3c2)CC1
  1 | -2 | -2 | 0 | 101 | 100 | -2 | 108
FC(F)(F)c1cccc(NC(=S)NCc2ccc(Cl)cc2)c1
  -7 | -11 | -1 | -1 | 106 | 94 | -3 | 104
CC1(c2ccc(OC(F)F)cc2)NC(=O)N(CC(=O)Nc2ccc(F)cc2)C1=O (stereo unspecified)
  -4 | -6 | -11 | 0 | 104 | 97 | -2 | 106
CC(=O)c1ccc(NC(=S)NCc2ccco2)cc1
  -6 | -8 | 4 | -4 | 115 | 104 | 2 | 108
CC(=O)OCc1c(C(F)(F)F)nn(C)c1SCc1ccc(Cl)cc1
  -2 | 1 | 8 | -3 | 107 | 106 | -6 | 111
CCNS(=O)(=O)c1ccc(CCC(=O)NCc2ccc3c(c2)OCO3)cc1
  -10 | -11 | 1 | 3 | 109 | 95 | -8 | 106
COc1ccc(-n2ccnc2SCC(=O)Nc2cc(C)on2)cc1
  8 | 20 | 12 | 1 | 96 | 84 | 0 | 95

Other compounds:
SMILES	EBNA-1 inhibitor	ZTA DNA inh	proCasp7 act	AHR act	RPL19A TOR yeast	LAP4-GFP MLPCN	procasp3 activ	MEP2-GFP yeast
CC1(c2ccncc2)Nc2ccccc2-c2nc3ccccc3n21 (stereo unspecified)	-9	-2	9	32	96	98	1	98
CC(C)S(=O)(=O)c1cnc(-c2cccnc2)nc1N	-12	-13	2	0	101	129	-7	103
Cc1ccc(/C=N/Nc2nc3ccccc3s2)o1	8	11	0	111*	93	101	-9	97
O=[N+]([O-])c1ccc(C(O)CN2CCN(c3ccccc3)CC2)cc1 (stereo unspecified)	11	4	3	2	101	93	-4	101

Source: PubChem BioAssay
